Assay outcomes from PubChem BioAssay.
NSD2 inh: blocks human histone methyltransferase NSD2; O96028; NSD2 peptide methylation, AlphaScreen, 120 min; inhibition, % at 12.5 µM; 310,000 compounds, 0.54% hits; in the data active = inhibition above about 50%
Wnt bcat act: Wnt/beta-catenin pathway activation. Wnt/beta-catenin reporter cell assay, activator, plate reader. activation, % at 9.35 µM. 300,000 compounds, 1.2% hits; in the data active = activation above about 30%, passing the limit was not always enough; inconclusive = no clear call, values can overlap the other calls;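 also: 0% = neutral control wells and 100% = positive control wells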
Active calls of the source: *; u = inconclusive; & = joins results of further samples. The list is partial. The share of hits here may be higher or lower than overall.

SMILES	NSD2 inh	Wnt bcat act
O=C(NCc1ccco1)c1cccc2c(-c3ccc(F)c(F)c3)coc12	0	1
CN1CCCC1(C)C(=O)NCc1ccc(F)cc1Cl (centres undefined)	0	-2
Cc1ccc(C(O)c2ncc(-c3ccccc3Cl)[nH]2)cc1F (centres undefined)	4	-1
CC1(C(=O)NS(=O)(=O)C2CC2)CCCN(C(=O)c2ccc3c(c2)OCO3)C1 (centres undefined)	-14	-3
Cc1nc(C(F)(F)F)ccc1C(=O)N1CCC1(C)C(=O)NS(=O)(=O)c1ccccc1Cl (centres undefined)	2	0
CCCN(CCC)c1cc(=O)nc2ccccn12	11	-1
CC(=O)Nc1cccc(-c2ccnc3c2CC(C)(C(=O)Nc2cccc(Oc4ccccc4)c2)O3)c1 (centres undefined)	6	-5
COc1cccc(-c2cc3nc(NCCOc4ccccc4Cl)n(C)c(=O)c3s2)c1	-3	0
CC(=O)Nc1ccc(C(=O)N2CCCC(c3cc(C(=O)NCc4ccccc4)no3)C2)cc1 (centres undefined)	-2	0
NC(=O)c1cccc(-c2coc3c(C(=O)NCc4cccnc4)cccc23)c1	-3	-1
Cc1cc(=O)c2c(ccc3c(=O)cc(C)[nH]c32)[nH]1	-2	3
Cc1ccc(S(=O)(=O)NC(=O)C2(C)CCN2C(=O)C2(c3ccc(Cl)cc3)CC2)nc1 (centres undefined)	-4	0
Cc1ccccc1-c1cc2nc(NCCN3CCCC3)n(C)c(=O)c2s1	-4	0
COc1ccc(C(=O)NCC2CCN(C(=O)C(=O)c3cccs3)CC2)cc1	-1	-2
COc1ccc(CCN(C)C(=O)c2ccc(S(=O)(=O)Nc3ccccc3C)cc2)cc1OC	-2	-2
CCCNC(=O)C1(C)CCN(CCS(=O)(=O)c2ccc(C)cc2)C1 (centres undefined)	1	-4
CC(C)c1ccc(C(=O)N2CCCC(c3cc(C(=O)NCc4ccccc4)no3)C2)cc1 (centres undefined)	-1	-1
CCOC(=O)C1(C)CCCN1C(=O)c1snnc1C (centres undefined)	3	-1
COc1ccc(-c2csc(C(C)(NC(C)=O)c3ccc(OC)cc3)n2)cc1 (centres undefined)	5	-1
NC(Cc1cnc[nH]1)c1csc(Nc2ccc(C(F)(F)F)cn2)n1 (centres undefined)	9	-1
CN(C)c1ncnc2c1ncn2[C@H]1CN(Cc2cccnc2)C[C@@H](CO)O1	0	-3
CC(=O)Nc1cncc(-c2cccc(C(=O)NCCN(C)C)c2)n1	2	0
O=C(Nc1ccc(F)c(Cl)c1)c1cc(C2CCCN(C(=O)c3cccs3)C2)on1 (centres undefined)	-1	19
COc1cccc(-c2cnc(C(O)c3cccc(OC)c3)[nH]2)c1 (centres undefined)	3	-4
CC(C)Oc1cc(F)ccc1-c1cc(C(=O)Nc2ccc(F)cc2)[nH]n1	-1	-3
Next entries:
SMILES	NSD2 inh	Wnt bcat act
CN(C)CCCNc1nc2cc(-c3ccc(F)cc3)sc2c(=O)n1C	-2	-2
Cc1ccc(C2=NN=C(NC(=O)CSc3nc(C)cc(C)n3)SC2)cc1	3	-12
COC(=O)c1ccccc1OCc1cc(=O)oc2ccc(C)cc12	0	-1
CC(C)NC(=O)C1(C)CCN1C(=O)c1ccc2c(c1)OCO2 (centres undefined)	0	-3
O=c1c2ccccc2nnn1Cc1ccco1	-2	-1
COc1ccc(NC(=O)c2cc(C3CCCCN3S(=O)(=O)c3ccccc3)on2)c(C)c1 (centres undefined)	-1	-3
COc1ccccc1N1CCN(/N=C/c2ccc(O)c(O)c2)CC1	10	21
COC(=O)C(C(=O)OC)c1ccccc1NS(=O)(=O)c1c(C)cc(C)cc1C	1	-1&-2
CC(=O)Nc1ccc(S(=O)(=O)N2C(=O)c3cccc4cccc2c34)cc1	3	-4
CC1(Cc2cc(Cl)ccc2C(F)(F)F)C(=O)Nc2cc(C(F)(F)F)ccc21 (centres undefined)	-2	-11
COc1ccc(C(C)(O)c2nc(-c3ccoc3)cs2)cc1 (centres undefined)	-2	-4
COc1cccc(-c2cc3nc(NCc4ccccc4F)n(C)c(=O)c3s2)c1	-3	-3
CC(C)NC(=O)c1cc(C2CCCCN2S(=O)(=O)c2cccs2)on1 (centres undefined)	-3	4
CC(Sc1nc(N)cc(=O)[nH]1)C(=O)Nc1ccc(N2CCOCC2)cc1 (centres undefined)	3	-3
Nc1ncnc2c1ncn2C1OC(CO)C2OC21 (centres undefined)	0	-1
COC(=O)C1=C(C)N(Cc2ccccc2)C(=S)NC1c1ccc(-c2ccccc2)cc1 (centres undefined)	0	-6
CC(N)c1csc(Nc2ccc(C(=O)NCCCO)cn2)n1 (centres undefined)	5	-1
CC(CC(=O)Nc1ccc2c(c1)c(=O)n(C)n2Cc1ccc(Cl)cc1)C(F)(F)F (centres undefined)	1	3
Cc1ccccc1-c1cnc(C(O)c2c(C)ccc3ccccc23)[nH]1 (centres undefined)	3	0
CCc1nc2c(OCCOC)cccn2c1N(C)C(=O)Nc1ccccc1OC	1	0
Cc1ccc(S(=O)(=O)N(C)c2ccc3c(c2)C(=O)c2ccccc2-3)cc1	-7	-1
CN(C)CCCNC(=O)c1cccc(-c2cnc3cccnn23)c1	1	1
CC(=O)NC(C)(c1ccccc1)c1nc(-c2ccc(F)c(Cl)c2)cs1 (centres undefined)	-4	-1
Cc1ccc(F)cc1C(=O)N1CCCCC1c1cc(C(=O)Nc2ccc(F)c(Cl)c2)no1 (centres undefined)	-1	0
O=C(Nc1nnc([C@@H]2C[C@H](O)[C@@H](CO)O2)s1)Nc1ccccc1F	-4	39*
Next part
SMILES	NSD2 inh	Wnt bcat act
CN1CCN(c2ccc(-c3cc(NC=O)c4ncc(-c5ccccc5)n4c3)cc2)CC1	28	-1
CC(=O)NC(c1cccc(F)c1)c1nc(-c2cc(F)cc(Cl)c2)cs1 (centres undefined)	-1	2
CCc1nc2c(OCCC3CCCCC3)cccn2c1N(C=O)Cc1ccc(OC)cc1	3	-2
CC1(C(=O)NS(=O)(=O)c2ccccc2)CCN1C(=O)CC1CC1 (centres undefined)	-4	-2
COc1ccc(Cl)cc1-c1noc([C@@H]2O[C@H](CO)[C@H](O)[C@H](O)[C@H]2O)n1	-2	4
CCc1nc2c(OCC(=O)N3CCOCC3)cccn2c1N(C=O)Cc1ccccc1	11	-3
CCc1nc2ccc(C(=O)NCCN3CCCC3)cn2c1N(C)Cc1ccc(OC)cc1	-1	-2
O=C(Nc1ccccc1)c1cc(C2CCCCN2C(=O)c2ccc3c(c2)CCO3)on1 (centres undefined)	0	-2
COc1ccc(Cl)cc1N1C(=O)/C(=C/c2sccc2C)N=C1SCC(=O)NC1CC1	0	-6
CC(=O)NC(c1ccc(N(C)C)cc1)c1cc(Cl)c2cccnc2c1O (centres undefined)	3	-19
CCCNC(=O)C1(C)CCCN(C(=O)/C=C/c2ccccc2)C1 (centres undefined)	-1	0
CN(C)c1ccc(CC(=O)N2CCCCC2c2cc(C(=O)Nc3cccc(C#N)c3)no2)cc1 (centres undefined)	2	-2
CCc1nc2c(OCc3ccc(F)cc3)cccn2c1N(C)C(=O)c1ccncc1	-1	0
COc1ccc(CN2C[C@@H](CO)O[C@@H](n3cnc4c(N5CCN(CCO)CC5)ncnc43)C2)cc1	-1	-1
CC1(C(=O)NCc2ccccc2)Cc2c(-c3ccc4c(c3)OCO4)ccnc2O1 (centres undefined)	3	-4
COC1=CC(=O)c2nc(Cl)ccc2C1=O	127*	-3
CCCCNC(=O)C1(C)CCCCCN1Cc1cccc2c(OC)cc(C(=O)OCC)cc12 (centres undefined)	-4	-3
CC1(C(=O)NS(=O)(=O)c2cccc(OC(F)F)c2)CCN1C(=O)CC(c1ccccc1)c1ccccc1 (centres undefined)	13	-1
O=C(Nc1ccccc1)c1cc(C2CCCCN2S(=O)(=O)c2ccc(F)cc2F)on1 (centres undefined)	-4	2
CCOC(=O)C(=O)N(C)c1c(CC)nc2c(OCc3cc(Cl)cc(Cl)c3)cccn12	-2	-3
CC(=O)c1cccc(-c2ccnc3c2CC(C(=O)NCC2CC2)O3)c1 (centres undefined)	-1	5
CC(=O)Nc1ccc(-c2ccnc3c2CC(C)(C(=O)Nc2ccc(F)c(Cl)c2)O3)cc1 (centres undefined)	5	-4
CC1(C(=O)NS(=O)(=O)C2CC2)CCN(C(=O)CSc2ccccc2)C1 (centres undefined)	-3	-2
O=NN(CCF)C(=O)NC1CCS(=O)(=O)CC1	8	-1
Cc1ccccc1CNC(=O)c1ccc2nc([C@@H]3O[C@H](CO)[C@H](O)[C@H](O)[C@H]3O)[nH]c2c1	-3	8
The results go on.
SMILES	NSD2 inh	Wnt bcat act
Cc1cccnc1C(NC(=O)C1CCN(CCOc2ccc(F)cc2)CC1)c1ccc(F)cc1 (centres undefined)	3	0
O=S(=O)(Nc1nc2ccccc2nc1-[n+]1cccc(N=C([O-])c2ccc(Cl)cc2)c1)c1ccccc1	0	3
c1ccc(CCNc2cc(-c3ccc4ccccc4c3)nc3ccnn23)nc1	-9	-2
O=C(c1ccc(CSc2ccc(Cl)cc2)o1)N1CCOCC1	2	-1
COc1ccccc1CNc1nc(NCc2cccc(OC)c2OC)c2sccc2n1	0	-6
CN(Cc1ccccc1)C(=O)c1ccc2sc([C@H]3C[C@H](O)[C@@H](CO)O3)nc2c1	1	-1
CC(=O)C1=C(C)N(Cc2ccc(Br)cc2)C(=S)NC1c1ccc(F)cc1 (centres undefined)	32	-6
OC[C@@H]1CN(Cc2ccco2)C[C@H](n2cnc3c(NC4CC4)ncnc32)O1	-3	-8
Cc1nc2scc(-c3ccccc3)c2c(=O)n1N=C1C=CC(=O)C=C1	3	1
CC(C)Oc1ccc(S(=O)(=O)N2CCOCC2)cc1NC(=O)CSc1nnc(C2CC2)n1C	2	-1
CC1(C(=O)NS(=O)(=O)c2ccccc2Cl)CCN1C(=O)CC1CC1 (centres undefined)	-4	1
CC1(C(=O)Nc2ccccc2)Cc2c(-c3cccc(C(F)(F)F)c3)ccnc2O1 (centres undefined)	-1	-2
Cn1c(=O)c2cc(NC(=O)Cc3ccccc3F)ccc2n1C/C=C/c1ccccc1	-5	-1
Cc1ccccc1S(=O)(=O)NC(=O)C1(C)CCN1C(=O)C1CCCCC1 (centres undefined)	-4	1
COc1cc(C(O)c2nc(-c3ccccc3)cs2)ccc1F (centres undefined)	-1	2
CC(=O)Nc1ccc(C(=O)N2CCCCC2c2cc(C(=O)NCc3cccnc3)no2)cc1 (centres undefined)	0	0
Cc1ccc(S(=O)(=O)N2C[C@@]3(O)Cn4c(=O)ccc(=O)n4C[C@@]3(OC(=O)NCc3ccccc3F)C2)cc1	1	9
CC[n+]1c(/C=C/C=C/N(C(C)=O)c2ccccc2)sc2cc(OC)ccc21	22	-1
COc1cc(C(=O)Nc2ccc3ccccc3c2)cc(OC)c1OC	-4	3
CC1(Cc2ccc(Cl)cc2)C(=O)Nc2ccc(-c3ccc(F)c(Cl)c3)cc21 (centres undefined)	-1	-1
COc1ccc(CC(N)c2csc(NC(=O)Nc3cccc(C(F)(F)F)c3)n2)cc1 (centres undefined)	2	-3
CC(=O)c1cccc(NC(=O)c2cccc3c(-c4cnn(C)c4)coc23)c1	-2	-4
CC1(C(=O)NCC2CCCCC2)CCN1CCc1ccccc1 (centres undefined)	-2	-2
CCCCNC(=O)C1(C)CCN1Cc1ccc(C#N)cc1 (centres undefined)	1	-2
COC(=O)C1=C(C)N(Cc2ccc(Cl)cc2)C(=S)NC1c1cccc(Br)c1 (centres undefined)	-2	-5
Next part.
SMILES	NSD2 inh	Wnt bcat act
CC(C)Oc1ccc(CN2CCC2(C)C(=O)NCc2cccc3ccccc23)cc1 (centres undefined)	1	-4
COc1cc(CNC(=O)Nc2nnc([C@H]3C[C@H](O)[C@@H](CO)O3)s2)cc(OC)c1OC	-2	-1
CNc1cccc(-c2c(OC)cccc2OC)n1	7	1
NC(=Nc1c([N+](=O)[O-])cnc2ccccc12)N1CCOCC1	0	-3
CN(C)CCNC(=O)C1(C)Cc2c(-c3cccc(C(F)(F)F)c3)ccnc2O1 (centres undefined)	8	-4
CC(N)c1csc(Nc2nncc3ccccc23)n1 (centres undefined)	2	9
CN(C)CCNC(=O)C(=O)C1C(=O)Nc2ccccc21 (centres undefined)	3	1
CC(O)(c1ccc(F)c(F)c1)c1nc(/C=C/c2ccc(C(F)(F)F)cc2)cs1 (centres undefined)	-3	-1
CNc1cc(-c2cnn(CC(C)C)c2)ncn1	-3	u
CC1CCN(C(=O)c2ccc3c(c2)C(=O)c2ccccc2-3)CC1	5	0
CN(C)C(=O)c1cccc(-c2cnc3c(NC=O)cc(-c4cccc(F)c4)cn23)c1	2	-2

Already shown: an excerpt of the list.
SMILES	NSD2 inh	Wnt bcat act
CC(=O)c1cccc(NC(=O)c2cccc3c(-c4cnn(C)c4)coc23)c1	-2	-4
CC1(C(=O)NCC2CCCCC2)CCN1CCc1ccccc1 (centres undefined)	-2	-2
CCCCNC(=O)C1(C)CCN1Cc1ccc(C#N)cc1 (centres undefined)	1	-2
COC(=O)C1=C(C)N(Cc2ccc(Cl)cc2)C(=S)NC1c1cccc(Br)c1 (centres undefined)	-2	-5
CC(C)Oc1ccc(CN2CCC2(C)C(=O)NCc2cccc3ccccc23)cc1 (centres undefined)	1	-4
COc1cc(CNC(=O)Nc2nnc([C@H]3C[C@H](O)[C@@H](CO)O3)s2)cc(OC)c1OC	-2	-1
CNc1cccc(-c2c(OC)cccc2OC)n1	7	1
NC(=Nc1c([N+](=O)[O-])cnc2ccccc12)N1CCOCC1	0	-3
CN(C)CCNC(=O)C1(C)Cc2c(-c3cccc(C(F)(F)F)c3)ccnc2O1 (centres undefined)	8	-4
CC(N)c1csc(Nc2nncc3ccccc23)n1 (centres undefined)	2	9
CN(C)CCNC(=O)C(=O)C1C(=O)Nc2ccccc21 (centres undefined)	3	1
CC(O)(c1ccc(F)c(F)c1)c1nc(/C=C/c2ccc(C(F)(F)F)cc2)cs1 (centres undefined)	-3	-1
CNc1cc(-c2cnn(CC(C)C)c2)ncn1	-3	u
CC1CCN(C(=O)c2ccc3c(c2)C(=O)c2ccccc2-3)CC1	5	0
CN(C)C(=O)c1cccc(-c2cnc3c(NC=O)cc(-c4cccc(F)c4)cn23)c1	2	-2
